# ALDH1A1 inh = ALDH1A1 (human) enzyme inhibition; Purified ALDH1A1, NADH fluorescence, propionaldehyde substrate; P00352; Potency, µM (titrated, usually from 75.3 µM), for inactives: at the highest dose activity, negative = inhibition, most hits filed as inhibitors; AID 1030; 220,000 compounds, 7.3% hits; active means well fitted inhibition curve with a large enough effect, not every such curve was filed as active; inconclusive means small, poorly fitted or top-dose-only effect, or another doubt; inactive means no such curve, though single readings can be large or run the other way;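 further: plate controls were no enzyme wells and a reference inhibitor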
# TRb-SRC2 inh = disrupts binding of human TR beta to SRC2; P10828; TRbeta-SRC2 peptide binding, fluorescence polarization; receptor liganded with 1 µM T3; Potency, µM (top dose mostly 106 µM), inactives show at the top dose activity change, negative = inhibition, hits mostly inhibitors; 280,000 compounds, 0.065% hits; AID 1469;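 further: plate controls were bound peptide for no effect and peptide without receptor for full effect; nearly all actives have a fitted effect of over 50% in size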
#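 Binding of a 20-amino-acid Texas Red SRC2 peptide (20 nM) to TRb ligand-binding domain (0.6 uM) with agonist T3 at 1 uM was followed by fluorescence polarization after a 5 hr room-temperature incubation.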
# Tau fluor cs = counter-screen for tau fibril formation inhibitors; tau K18 P301L Alexa594 fluorescence, heparin fibrillization; Potency, µM (highest dose often 57.7 µM), without a hit: at the highest dose activity change, negative = decrease; 280,000 compounds, 0.93% hits; further: nearly all actives have a fitted effect of over 55% in size
#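 Human tau K18 P301L (15 uM unlabeled, 0.24 uM Alexa 594-labeled) in 100 mM sodium acetate pH 7 with 20 uM heparin, 6 hr at 37 C. ThT 30 uM added, 1 hr ambient; Alexa 594 FP and total fluorescence read at 555/632 nm.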
# GLA spleen mod = inhibitors or activators of human alpha-galactosidase in spleen homogenate. P06280. 240,000 compounds, 0.008% hits. Potency, µM (doses to about 80 µM), without a hit: at the top dose activity change, negative = inhibition, most hits filed as inhibitors. human spleen homogenate, 4MU-alpha-Gal fluorescence, 40 min;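 further: 0% = enzyme with vehicle and -100% = no enzyme basal signal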
#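 Inhibition or activation of alpha-galactosidase in human spleen homogenate is scored by 4-MU fluorescence after 40 min at 37C, pH 5.0, with 1 mM substrate. AC50s come from concentration-response fitted to the Hill equation.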
# L3MBTL1 inh = inhibitors of human L3MBTL1; Potency, µM (highest dose often 57.1 µM), inactives show top-dose activity, negative = inhibition, usual class: inhibitors; Q9Y468; AID 485360; 230,000 compounds, 0.66% hits; AlphaScreen L3MBTL1–H3K9me1 peptide binding; further: nearly all actives have a fitted effect of over 60% in size
# Target sequence (Q9Y468 whole entry, looked up): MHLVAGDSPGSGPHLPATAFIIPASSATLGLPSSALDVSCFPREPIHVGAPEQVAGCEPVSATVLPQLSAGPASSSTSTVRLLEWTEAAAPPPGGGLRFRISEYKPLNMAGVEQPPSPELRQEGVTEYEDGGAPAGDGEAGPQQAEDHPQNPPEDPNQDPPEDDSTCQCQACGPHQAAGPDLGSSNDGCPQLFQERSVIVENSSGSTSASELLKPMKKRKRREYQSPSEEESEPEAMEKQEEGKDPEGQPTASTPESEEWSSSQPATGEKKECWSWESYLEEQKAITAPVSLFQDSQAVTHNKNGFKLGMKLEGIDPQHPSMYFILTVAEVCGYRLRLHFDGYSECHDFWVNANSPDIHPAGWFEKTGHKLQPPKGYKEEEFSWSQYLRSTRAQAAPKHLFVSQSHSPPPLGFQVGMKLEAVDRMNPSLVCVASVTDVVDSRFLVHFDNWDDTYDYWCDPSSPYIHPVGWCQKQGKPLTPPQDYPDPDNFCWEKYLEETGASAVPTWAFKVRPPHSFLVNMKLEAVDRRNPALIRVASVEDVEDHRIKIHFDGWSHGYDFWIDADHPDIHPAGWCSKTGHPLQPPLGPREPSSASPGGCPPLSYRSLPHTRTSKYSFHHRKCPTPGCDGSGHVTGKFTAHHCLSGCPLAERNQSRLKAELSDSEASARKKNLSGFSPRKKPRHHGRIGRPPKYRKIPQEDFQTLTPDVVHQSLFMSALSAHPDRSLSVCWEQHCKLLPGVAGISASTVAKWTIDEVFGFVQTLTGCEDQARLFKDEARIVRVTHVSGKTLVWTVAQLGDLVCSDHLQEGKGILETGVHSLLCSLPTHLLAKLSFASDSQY
#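 AlphaScreen assay: L3MBTL1 (50 nM final) was preincubated 30 min at room temperature with biotinylated H3(1-15)K9me1 peptide (75 nM final), then 30 min with library compounds; streptavidin donor and nickel chelate acceptor beads (10 ug/mL final) added, 30 min dark.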
# Tau FP inhib = blocks human tau fibril formation measured by polarization; 280,000 compounds, 0.39% hits; K18 P301L tau heparin fibrillization, Alexa594 FP, 6 h; AID 1468; Potency, µM (top dose mostly 57.7 µM), for the others: top-dose activity, negative = inhibition, most hits filed as inhibitors; further: nearly all actives have a fitted effect of over 55% in size
# Target sequence (P10636 561-689 P618L limits assumed): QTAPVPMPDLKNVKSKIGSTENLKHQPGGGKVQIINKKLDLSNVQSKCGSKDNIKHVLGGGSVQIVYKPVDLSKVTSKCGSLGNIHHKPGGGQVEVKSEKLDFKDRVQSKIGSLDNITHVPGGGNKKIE
#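 Recombinant K18 P301L […], labeled with Alexa 594 at 0.24 uM over 15 uM unlabeled; heparin inducer 20 uM final; 37 C, 6 hr; FP endpoint.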
# TR SRC2 fluor cs = counter-screen for TRb-SRC2 inhibitors: fluorescence interference. AID 1479. TRb/SRC2 Texas Red total fluorescence interference. 280,000 compounds, 0.29% hits. Potency, µM (titrated, usually from 106 µM), for inactives: at the highest dose fluorescence change, negative = quenching; active means well fitted curve in either direction with a large enough effect; inconclusive means small, poorly fitted or top-dose-only effect
#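 Human TRβ ligand-binding domain (0.6 uM) and Texas Red SRC2 peptide (20 nM) in Tris buffer with 1 uM T3 and 5% DMSO were incubated with pinned compound for 5 hr at ambient temperature. Total fluorescence was computed as S + 2P (555/632 nm).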
# Tau ThT inhib = inhibitors of human tau fibril formation, thioflavin T binding; recombinant tau K18 P301L (four-repeat tau fragment), heparin-induced fibrillization, ThT fluorescence; Potency, µM (series often up to 57.4 µM), for inactives: at the top dose activity, negative = inhibition, most hits filed as inhibitors; AID 1460; P10636; 270,000 compounds, 2.1% hits; further: nearly all actives have a fitted effect of over 55% in size
#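 Recombinant human tau K18 fragment […] carrying P301L, 15 uM unlabeled plus 0.24 uM Alexa 594-labeled, was fibrillized with 20 uM heparin in 100 mM sodium acetate pH 7 for 6 hr at 37 C; 30 uM ThT fluorescence read after 1 hr.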
# * hit, by the source's call; ? = inconclusive; nt = no result given; [ ] = remark or other dose. Unless noted, the call rests on the fitted dose curve; in most records, active means well fitted curve in the direction sought with a large enough effect; inconclusive means small, poorly fitted or top-dose-only effect, or another doubt; inactive means no such curve, though single readings can be large; an effect the other way counts as inactive or inconclusive. Unless noted, on the % scale 0 is the no-effect control and ±100 the full control effect; potency means the concentration at half of the fitted maximal effect. This is a random part of the collection (roughly 8.5% active in at least one column).
SMILES,ALDH1A1 inh,TRb-SRC2 inh,Tau fluor cs,GLA spleen mod,L3MBTL1 inh,Tau FP inhib,TR SRC2 fluor cs,Tau ThT inhib
N#CC(C(=O)NCc1ccco1)c1nc2ccccc2nc1N1CCOCC1 (stereo not given),-3%,8%,-24%,-8%,nt,2%,1%,?
Cc1ccc(C(=O)Nc2sc3c(c2C(=O)NCc2ccco2)CCC(C(C)(C)C)C3)cc1 (stereo not given),nt,3%,-15%,nt,nt,-7%,-1%,-7%
CCOC(=O)c1cccc(NC(=O)CCc2c(C)nn(-c3ccc(N4CCOCC4)nn3)c2C)c1,nt,-7%,5%,nt,nt,-1%,?,?
COc1ccc(CC(=O)OCC(=O)Nc2ncc(Cl)cc2Cl)cc1,3%,6%,-7%,5%,-3%,2%,1%,?
O=C(COC(=O)CCCSc1nc2ccccc2[nH]1)NC(=O)NC1CCCC1,7%,2%,-9%,-5%,6%,-8%,4%,-10%
Cc1cccc2c(CC(=O)Nc3ccccc3)noc12,-1%,-9%,-7%,-7%,-3%,5%,0%,0%
Cc1ccc(-c2noc(CN(C)C(=O)Nc3ccc(F)cc3)n2)cc1,17%,-4%,-3%,-5%,-5%,-6%,1%,2%
COc1ccc(NC(=O)C2Cc3ccccc3N2C(=O)c2ccccc2)cc1OC (stereo not given),nt,0%,-12%,nt,nt,11%,1%,-10%
CCN(CC)S(=O)(=O)c1ccc(N/N=C/c2cccnc2)nc1,nt,1%,-29%,-3%,nt,4%,-2%,nt
CCC1SC2=NC(C)=C(C(=O)OCCOC)C(c3ccc(C(=O)OC)cc3)N2C1=O (stereo not given),?,2%,-6%,4%,-6%,-3%,-2%,-8%
Cc1cccc2cc(CN(CCN(C)C)C(=S)Nc3ccccc3)c(=O)[nH]c12,?,-3%,1%,0%,-16%,6%,0%,9%
O=C(c1ccc(COc2ccccc2[N+](=O)[O-])o1)N1CCCCC1,?,-1%,-7%,-4%,1%,-5%,2%,-5%
CCCCC1(C)OC(=O)C(=Cc2ccc(-c3ccc(Cl)c(C(=O)O)c3)o2)C(=O)O1 (stereo not given),nt,2%,0%,6%,7.9µM*,4%,-7%,-7%
CCCC1=C([O-])C2N=CC=CC2=[N+](c2ccccn2)C1=O (stereo not given),2%,3%,6%,0%,6%,2%,2%,4%
O=C(CSc1nnc(SCc2ccc(Cl)cc2)s1)N/N=C/c1ccccc1C(=O)O,nt,1%,-3%[0.0958 µM],15%,nt,2%[0.0958 µM],0%,nt
COc1ccc([N+](=O)[O-])cc1NC(=O)c1ccc(N2C(=O)CCC2=O)cc1,nt,-2%,-5%,1%,nt,0%,-1%,?
Cc1cccc(C)c1NC(=O)CNC(=O)c1c(C)nn(C)c1Cl,8%,6%,0%,13%,nt,-3%,-3%,-4%
Cn1nc(C(=O)NCc2cccc(Cl)c2)c2c1-c1ccccc1SC2,nt,-1%,3%,nt,nt,2%,-2%,10%
CCOC(=O)CN1C(=O)NC2NC(=O)NC21 (stereo not given),-7%,-13%,10%,11%,7%,-2%,1%,7%
COc1cc(/C=N/NC(=S)N/N=C/c2cc(OC)c(OC)c(OC)c2)cc(OC)c1OC,-4%,4%[53 µM],8%,8%,-11%,2%,0%[53 µM],11%
O=C(CN1C(=O)CSc2ccccc21)N1CCc2ccccc21,-9%,2%,-1%,4%,3%,-3%,-3%,-5%
Cc1noc(C)c1C(=O)NCCCN1CCCC1=O,-4%,-8%,2%,7%,0%,0%,-3%,-4%
CCOc1ccc(/C=C/c2nc(C#N)c(NCCc3ccccc3)o2)cc1,nt,3%,-27%,nt,nt,4%,0%,?
O=C(NCCOc1ccccc1)C(=O)c1c[nH]c2ccccc12,nt,-3%,?,5%,nt,?,-1%,nt
CC(=O)Nc1ccc(S(=O)(=O)N(C)CC(=O)Nc2ccccc2N2CCOCC2)cc1,4%,5%,-3%,-3%,-2%,-6%,-1%,-1%

# Following part:
SMILES,ALDH1A1 inh,TRb-SRC2 inh,Tau fluor cs,GLA spleen mod,L3MBTL1 inh,Tau FP inhib,TR SRC2 fluor cs,Tau ThT inhib
Cc1cccc(-c2nc(CCNC(=O)COc3ccccc3)cs2)c1,nt,7%,-2%,nt,nt,6%,4%,-16%
O=C(N/C=N/OCc1ccc(Cl)cc1Cl)NOCc1ncc(C(F)(F)F)cc1Cl,0%,-4%,?,-1%,nt,-4%,1%,-23%
Cc1cc2cc(CNC(=S)NC3CCCCC3)ccc2[nH]1,7%,2%,?,-4%,nt,15%,-1%,-5%
O=C(N/N=C/c1ccc([N+](=O)[O-])cc1)c1cccc2cc[nH]c12,6%,-1%,-18%,-6%,5%,6%,2%,?
O=C(c1ccc2c(c1)OCO2)N1CCN(c2ccc(C(F)(F)F)cn2)CC1,?,-1%,-4%,0%,4%,-1%,-1%,9%
NC(=O)C1CCCN1 (stereo not given),7%,-1%,-2%,-6%,12%,-4%,-2%,-2%
COc1cccc(-c2csc(N3CCN(C(=O)NC45CC6CC(CC(C6)C4)C5)CC3)n2)c1,?,-4%,-27%,-12%,5%,9%,1%,?
CC(=O)c1cccc(NC(=O)Nc2ccc(C)cc2)c1,5%,-4%,-25%,2%,nt,3%,-4%,-4%
Cc1ccc(N(CC(=O)Nc2cccc(N(C)S(C)(=O)=O)c2)S(C)(=O)=O)cc1,8%,-7%,-1%,6%,nt,0%,1%,-3%
CC(c1nnnn1C1CCCCC1)N(Cc1ccccc1)Cc1cccnc1 (stereo not given),-8%,5%,1%,1%,?,1%,0%,-11%
CC(Sc1nc(NCc2ccccc2)nc(N2CCOCC2)n1)C(=O)Nc1ccccc1 (stereo not given),5%,0%,-10%,-1%,-9%,-13%,-4%,10%
O=C(NC1CCCCCCC1)NC1CCCCC1,11%,-4%,-2%,1%,3%,10%,0%,-2%
CC(C)Nc1nnc(SCc2cc(=O)n3ccsc3n2)s1,?,-5%,-6%,-4%,?,-6%,-8%,-8%
CC(C)CN1C(=O)c2ccc(C(=O)NCc3ccc4c(c3)OCO4)cc2C1=O,?,0%,-20%,-8%,nt,-4%,2%,-9%
O=S(=O)(NCc1cccnc1)c1ccc(Cl)c(Cl)c1,0%,-2%,-7%,6%,17%,0%,-1%,-10%
O=C(CSc1nncn1-c1ccccc1)Nc1cccc(S(=O)(=O)N2CCCCC2)c1,-12%,-9%,-3%,7%,20%,7%,0%,-4%
CN(C)C(=O)C#Cc1ccccc1,nt,-9%,-10%,3%,-1%,6%,-1%,-11%
O=C(COC(=O)/C=C/c1ccco1)NCc1ccco1,-11%,-2%,-3%,8%,nt,-6%,-1%,-14%
Fc1cc(F)cc(NC(=S)NCCCN2CCOCC2)c1,20%,7%,-11%,-5%,5%,-4%,-3%,-10%
O=C(CNCc1ccccc1)Nc1ccc(Oc2ccccc2)cc1,-1%,5%,-8%,0%,16%,7%,-4%,-17%
CCCCNC(=O)C(=O)c1ccccc1NC(C)=O,-6%,-2%,-4%,-6%,-4%,-6%,-2%,0%
CCc1ccc(OCC(=O)N/N=C(\C)c2ccccc2OC(F)F)cc1,?,6%,-10%,7%,-3%,-2%,-1%,-13%
COc1cc(OC)c(NC(=O)Nc2ccccc2OCc2cc(=O)n3cc(C)ccc3n2)cc1Cl,nt,0%,?,nt,nt,?,0%,?
O=c1c2cnn(-c3ccccc3)c2nnn1Cc1ccccn1,?,-6%,1%,-3%,-1%,8%,1%,3%
O=C(O)c1cc(-c2ccc(/C=N/NC(=S)Nc3ccccc3)o2)ccc1Cl,?,5%,-17%,9%,?,6%,-4%,?

# (listing goes on)
SMILES,ALDH1A1 inh,TRb-SRC2 inh,Tau fluor cs,GLA spleen mod,L3MBTL1 inh,Tau FP inhib,TR SRC2 fluor cs,Tau ThT inhib
COC(=O)Cn1c(=NC(=O)c2ccc([N+](=O)[O-])s2)sc2cc(Br)ccc21,8.9µM*,3%[53 µM],-12%,-5%,1%,8%,-2%[53 µM],?
CC(NC(=O)Nc1ccc(Cl)cc1)C1CCCO1 (stereo not given),15%,-10%,5%,10%,3%,0%,-2%,0%
CCCCn1c(SCC(=O)Nc2nnc(C)s2)nnc1-c1ccoc1C,11%,6%,-10%,9%,0%,-7%,0%,-9%
COC(=O)CSc1ccc(S(=O)(=O)N2CCC(C)CC2)cc1[N+](=O)[O-],6%,5%,-22%,2%,3%,-10%,-1%,-13%
CCCCNC(=O)CCn1nc(-c2ccccc2)ccc1=O,6%,3%,2%,-5%,4%,-1%,-5%,3%
C#CCOCCOCCOCCNc1nc(N2CCN(C(=O)[C@H]([C@@H](C)CC)n3cc([C@@H](N)CO)nn3)CC2)nc(N2CCN(C(=O)[C@H]([C@@H](C)CC)n3cc([C@@H](N)CO)nn3)CC2)n1,nt,0%,20%,-10%,nt,0%,-1%,6%
COc1ccc(Cc2c(C)nc(N)nc2Cl)cc1,3%,5%,2%,-1%,2%,-1%,6%,7%
COc1ccc(Cl)cc1NC(=O)CSc1nnc(CN2CCOCC2)n1-c1ccc(Cl)cc1,0%,-13%,-15%,0%,nt,8%,4%,-17%
COc1cccc(-c2noc(-c3ccc(Br)o3)n2)c1,7%,-4%,?,-8%,27%,?,-1%,?
Cc1ccc(CNC(=O)CS(=O)Cc2nc(-c3cccs3)oc2C)cc1 (stereo not given),?,-3%,-15%,0%,nt,0%,-4%,?
C=C(C)CSc1nc(-c2ccccc2)cc(-c2ccc(OC)cc2)c1C#N,nt,-5%,-14%,nt,nt,?,-1%,-11%
CS(=O)(=O)N(CC(=O)Nc1cccc([N+](=O)[O-])c1)c1cccc(F)c1,3%,6%[53 µM],-12%,2%,-3%,-4%,-2%[53 µM],-2%

# Entries of single compounds, quoted from the list. Screens in order: ALDH1A1 inh	TRb-SRC2 inh	Tau fluor cs	GLA spleen mod	L3MBTL1 inh	Tau FP inhib	TR SRC2 fluor cs	Tau ThT inhib
# CC(Sc1nc(NCc2ccccc2)nc(N2CCOCC2)n1)C(=O)Nc1ccccc1 (stereo not given) as listed: 5%	0%	-10%	-1%	-9%	-13%	-4%	10%
# CN(C)C(=O)C#Cc1ccccc1 as listed: nt	-9%	-10%	3%	-1%	6%	-1%	-11%
# COC(=O)Cn1c(=NC(=O)c2ccc([N+](=O)[O-])s2)sc2cc(Br)ccc21 as listed: 8.9µM*	3%[53 µM]	-12%	-5%	1%	8%	-2%[53 µM]	?
# Cc1cc2cc(CNC(=S)NC3CCCCC3)ccc2[nH]1 as listed: 7%	2%	?	-4%	nt	15%	-1%	-5%

# Bioassay records (PubChem BioAssay)
